Screening data (PubChem)
FXIa inh 1536: human FXIa protease inhibitors, primary screen, biochemical, 1536-well. purified FXIa, Boc-Glu-Ala-Arg-AMC fluorogenic substrate. inhibition, % at 5 µM. Coagulation factor XI (Homo sapiens), P03951. 220,000 tested, 0.14% active. AID 798, 2007;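 active = inhibition of at least 40%; inactive = inhibition below 40%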;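 note: fluorescence of freed AMC excited at 355 nm; 0% = enzyme without compound and 100% = no enzyme blank; many of its hits are not listed in these tables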
Wee1 stabilizer: Wee1 degradation inhibitors, primary screen, cell-based, HeLa, Wee1K328M-luciferase, luminescence. HeLa Luc-Wee1K328M stability; 100% = proteasome inhibitor MG132 effect. reporter increase, % at 5 µM. 220,000 tested, 1.2% active. AID 1321, 2008;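 active = activation above the mean of all tested compounds plus 3 SD, set per screening run, cut at about 8.8% in these data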;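 note: cells exposed to compound for 20 h before luminescence read; 0% = DMSO alone and 100% = MG132 at 30 µM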
Target sequence (P30291 whole entry K328M): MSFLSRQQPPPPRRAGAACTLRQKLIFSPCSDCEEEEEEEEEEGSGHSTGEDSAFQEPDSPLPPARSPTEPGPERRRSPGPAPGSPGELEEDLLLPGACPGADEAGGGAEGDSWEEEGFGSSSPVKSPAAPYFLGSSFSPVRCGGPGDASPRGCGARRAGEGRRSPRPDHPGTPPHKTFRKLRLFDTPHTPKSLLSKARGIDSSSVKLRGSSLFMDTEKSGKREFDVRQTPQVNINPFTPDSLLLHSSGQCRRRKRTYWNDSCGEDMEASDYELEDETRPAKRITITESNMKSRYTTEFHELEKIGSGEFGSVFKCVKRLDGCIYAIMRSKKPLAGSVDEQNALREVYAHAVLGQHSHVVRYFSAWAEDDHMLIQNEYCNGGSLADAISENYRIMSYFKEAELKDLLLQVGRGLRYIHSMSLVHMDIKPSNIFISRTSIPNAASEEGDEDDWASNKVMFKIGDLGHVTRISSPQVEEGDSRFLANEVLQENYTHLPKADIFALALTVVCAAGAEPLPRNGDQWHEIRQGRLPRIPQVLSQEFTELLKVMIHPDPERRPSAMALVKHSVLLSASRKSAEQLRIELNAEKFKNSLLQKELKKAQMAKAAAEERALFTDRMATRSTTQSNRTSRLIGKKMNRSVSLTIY
TbHK1 inh: Trypanosoma brucei hexokinase 1 inhibitors, primary screen, biochemical, G6PDH-coupled NADH absorbance, MLSCN library | hexokinase 1 [Trypanosoma brucei] | recombinant TbHK1, G6PDH-coupled NADH A340 | inhibition, % at 10 µM | 220,000 tested, 0.11% active | AID 1430, 2008;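 active = inhibition of 50% or more in the single-dose primary screen; inactive = inhibition below 50%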
CHOP inh: inhibitors of CHOP promoter induction, primary screen, cell-based, unfolded protein response, luciferase reporter; CHO-K1 CHOP-promoter luciferase, tunicamycin-induced, 15-18 h; inhibition, % at 10 µM; 220,000 tested, 3.8% active;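 active = compounds that reduced the stress-induced luciferase reporter signal by more than about 70% of percent inhibition, limit read from the data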;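 note: 0% = tunicamycin plus vehicle and 100% = wells without tunicamycin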
FXIIa inh 1536: human FXIIa protease inhibitors, primary screen, biochemical, 1536-well. 220,000 tested, 0.3% active. purified FXIIa, Boc-QGR-AMC fluorogenic substrate, 2 h. Coagulation factor XII (Homo sapiens), P00748. inhibition, % at 5 µM; in the data active = inhibition above about 40%;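 note: 0% = enzyme with no compound and 100% = blank without enzyme; many of its hits are not listed in these tables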
EP2 antag: human EP2 receptor antagonists, primary screen, TR-FRET cAMP, C6 glioma cells. Prostaglandin E2 receptor EP2 subtype (Homo sapiens), P43116. C6 glioma cells expressing human EP2; cells stimulated with saturating PGE2. inhibition, % at 25 µM. 260,000 tested, 0.52% active. AID 1422, 2008;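 active = percent inhibition above 40 after rounding to a whole number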;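 note: rat C6 glioma host cells with rolipram phosphodiesterase inhibitor present; the protocol text gives 20 µM as final concentration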
Target sequence (P43116 whole entry, looked up): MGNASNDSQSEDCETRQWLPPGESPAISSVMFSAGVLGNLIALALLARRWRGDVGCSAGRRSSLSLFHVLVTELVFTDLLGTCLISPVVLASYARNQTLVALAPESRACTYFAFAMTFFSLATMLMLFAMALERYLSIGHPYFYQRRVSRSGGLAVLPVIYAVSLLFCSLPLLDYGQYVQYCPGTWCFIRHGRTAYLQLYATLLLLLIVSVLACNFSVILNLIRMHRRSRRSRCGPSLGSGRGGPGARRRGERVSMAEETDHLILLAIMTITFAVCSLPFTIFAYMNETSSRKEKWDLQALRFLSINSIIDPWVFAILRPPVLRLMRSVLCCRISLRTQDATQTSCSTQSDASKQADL
PPC-1+TRAIL kill: compounds killing PPC-1 cancer cells with TRAIL present, primary screen, TRAIL potentiator project, ATPLite luminescence, uHTS | AID 1443, 2008 | 220,000 tested, 0.41% active | PPC-1 cells + TRAIL, ATPLite viability luminescence | cell killing (% activity), % at 4 µM;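 active = cell killing above 50% in the first pass at 4 µM, then a duplicate retest at 5 µM averaging 50% or more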;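 note: plate controls were cells with TRAIL plus DMSO for no effect and medium-only wells lacking cells for full effect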
TNF necrop inh: inhibitors of TNF-alpha triggered necroptosis, primary screen, cell-based, Jurkat FADD-/-, single concentration; AID 463075, 2010; Jurkat FADD-/- TNF necroptosis rescue, ATP luminescence, 24 h; 0 = TNF only, 100 = no-TNF cells; activation (protection from cell death), % at 10 µM; 220,000 tested, 0.068% active;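 active = activation, meaning protection from cell death, of at least 50% relative to plate controls; inactive = activation below 50%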;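 note: necroptosis triggered by 40 ng/mL TNF-alpha added together with compound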
zVAD death inh: inhibitors of zVAD-triggered necroptosis, primary screen, L929 cells; AID 1377, 2008; viability rescue, % at 10 µM; L929 zVAD necroptosis rescue, ATP luminescence, 24 h; with zVAD 60 µM; 220,000 tested, 0.38% active;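 active = activation, scaled between plate controls, above about 75%, limit read from the data; inactive = activation under that limit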;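 note: 0% = zVAD with DMSO and 100% = DMSO alone without zVAD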
* hit, by the source's call; nt = not tested or not shown; & = joins results of further samples.

SMILES | FXIa inh 1536 | Wee1 stabilizer | TbHK1 inh | CHOP inh | FXIIa inh 1536 | EP2 antag | PPC-1+TRAIL kill | TNF necrop inh | zVAD death inh
CCN(CC)CCNC(=O)CS(=O)Cc1nc(-c2ccc(Cl)cc2)oc1C (stereo not given) | -1 | 3 | -4 | 20 | 12 | 7 | 8 | 0.2 | 1.6
Cc1[nH]n(-c2ccccc2)c(=O)c1/C=N/N(C)c1ccccc1 | 3 | 0 | -17 | -11 | 11 | 4 | 5 | 1.0 | 0.5
Cc1ccc(-n2c(P(C)(=O)O)nc3ccccc32)cc1 | -6 | 1 | -6 | -9 | 11 | 5 | 38 | -0.8 | 4.0
Cc1ccc(S(=O)(=O)N2CCN(C)CC2)cc1[N+](=O)[O-] | -1 | -2 | -1 | 20 | 8 | 3 | 11 | -2.4 | -0.3
CCS(=O)(=O)c1ccc(O)c(NC(=O)COc2ccccc2)c1 | 2 | -1 | 3 | 9 | 8 | nt | 21 | -3.0 | 0.0
O=C(NCc1ccco1)c1nc(-c2ccc(F)cc2)no1 | -5 | -2 | -1 | -10 | 4 | 8 | 6 | -0.2 | 0.1
CCC1(CC)Cc2ccccc2C(Nc2c(C)n(C)n(-c3ccccc3)c2=O)=N1 | -4 | 0 | -12 | -4 | 14 | 12 | 18 | 1.0 | 0.7
O=C(O)Cc1ccc(N=Cc2c(O)ccc3ccccc23)cc1 | -4 | 1 | 4 | 38 | 12 | 6 | 32 | -3.5 | 0.7
CCCc1cc(=O)[nH]c(SCC(=O)N(CC(C)C)C2CCS(=O)(=O)C2)n1 (stereo not given) | 6 | -1 | 5 | 23 | 16 | 10 | 20 | 0.8 | 1.5
CCOC(=O)c1c2n(c3ccc(O)cc13)CCCCC2 | 3 | 3 | 4 | -3 | -5 | 14 | 20 | -0.1 | -0.3
O=C1CN(c2cc(Cl)cc(Cl)c2)C(=O)CN1/N=C/c1cccnc1 | 21 | 3 | 1 | 7 | 21 | 7 | -9 | 0.5 | -0.2
COc1cc(-c2noc(-c3ccco3)n2)cc(OC)c1OC | 4 | 0 | 6 | -23 | 11 | 9 | 9 | 0.4 | 4.0
Cc1ccc(C(=O)CCNc2cccc(Br)c2)o1 | 3 | -2 | 1 | -13 | 1 | 12 | -31 | -1.6 | -0.2
NC(=S)N/N=C/c1ccc(Br)o1 | -4 | 17* | -47 | -5 | 6 | 5 | -14 | 0.7 | 0.5
COc1ccc(NC(=O)c2cc(=O)[nH]c(=O)[nH]2)cc1S(=O)(=O)Nc1ccccc1Cl | -1 | 0 | 1 | -19 | 12 | 7 | 3 | -1.2 | 3.9
COc1ccc(Br)cc1CSC(=N)N | 1 | 0 | 7 | 6 | 13 | 5 | 32 | 1.1 | 1.4
O=C(COC(=O)C1CC2C=CC1C2)NCc1ccccc1Cl (stereo not given) | -1 | 1 | 0 | 23 | 4 | 7 | 5 | 1.6 | nt
CC1(C)Cc2c(C#N)c(N3CCOCC3)nc(Cc3ccccc3)c2CO1 | 0 | -2 | -4 | -10 | 12 | 4 | 12 | -3.6 | -0.3
COc1ccc(-n2c(SC)nc(O)c(Cc3ccccc3)c2=O)cc1 | -3 | -1 | -2 | -10 | 16 | 3 | 11 | -0.4 | 1.2
CC(C)NC(=O)c1c(O)c2ccccc2[nH]c1=O | 1 | 0 | -6 | -5 | 15 | 1 | 25 | 0.4 | 42
COC(=O)c1cn(NC(=O)C2COc3ccccc3O2)c(=O)c2ccccc12 (stereo not given) | -1 | -2 | -3 | 6 | 7 | 9 | 17 | -0.8 | -0.4
COc1cc(C(=O)NCc2nnc(SCC(=O)N3CCCCC3)o2)cc(OC)c1OC | -8 | 1 | -1 | 3 | 12 | 9 | 28 | 0.1 | 0.3
O=C1NC2(O)C(=O)c3ccccc3C2(O)N1 (stereo not given) | -4 | -3 | 0 | 22 | 9 | 2 | 8 | -0.6 | 3.5
CC(C)C(=O)N(c1cc2sc(=O)oc2c2ccccc12)S(=O)(=O)c1cccs1 | -7 | 0 | -14 | 69 | 11 | 5 | 35 | -9.1 | -0.4
COc1ccc2c(c1)c1c(n2C(C)=O)C(OC(C)=O)=NCC1 | -8 | -1 | -21 | 15 | -1 | 20 | 4 | -2.2 | 1.1
CCO[C@H]1OC(C(=O)Nc2ccccc2)=C[C@@H](c2csc3ccccc23)[C@@H]1CCCO | -2 | 2 | -5 | 8 | 3 | 8 | 10 | 3.3 | 2.1
Cc1cccc[n+]1CCCCCCCCCC[n+]1ccccc1C | -2 | -1 | -1 | 0 | 4 | 3 | nt | 0.3 | 2.7
Nc1nc(-c2cccnc2)nn1C(=O)CCc1ccccc1 | nt | 1 | 8 | nt | nt | 10 | nt | -1.6 | 1.0
Cc1cccc(NC(=O)CSC(N)=O)c1C | 22 | -5 | 0 | 42 | 12 | 8 | 5 | -4.8 | -0.1
O=C(Nc1ccc(S(=O)(=O)Nc2ccccn2)cc1)C(F)(F)F | 4 | -1 | -5 | 0 | 11 | 3 | -9 | 0.3 | 0.6
C[C@H](NC(=O)C1(c2ccccc2)CCN(C(=O)[C@H]2CSCN2C(=O)OC(C)(C)C)CC1)C(=O)O | 3 | 0 | 10 | 30&4 | 15 | 5 | -4 | -1.8 | -0.2
Cc1cccc(N(C)S(=O)(=O)c2cccc3nsnc23)c1 | -6 | -1 | -7 | 94* | -9 | 13 | -8 | 0.1 | 0.6
O=C(c1ccc(-c2nnc(-c3ccccc3)o2)cc1)N1CCCCCC1 | 3 | -1 | 6 | -14 | 7 | 15 | 4 | -0.1 | 7.2
Cn1c(=O)oc2cc(S(=O)(=O)N3CCCC(C(=O)N4CC=C(c5ccccc5)CC4)C3)ccc21 (stereo not given) | -1 | -3 | -18 | 69 | 10 | nt | 21 | -12 | -1.0
COc1ccc(N2CCN(C(=O)C3CCN(S(=O)(=O)N4CCOCC4)CC3)CC2)cc1 | -3 | -2 | 3 | 4 | 5 | 10 | 14 | -2.8 | 1.5
Cc1cccc(N2CC(C(=O)Nc3ccc(S(=O)(=O)N4CCOCC4)cc3)CC2=O)c1 (stereo not given) | -3 | 3 | 1 | 6 | 7 | 8 | 5 | 0.3 | 0.1
CC1CC(C)(C)NC(=S)N1CC(=O)N(C)Cc1ccccc1 (stereo not given) | 4 | -2 | 29 | 25 | 18 | 6 | 5 | 1.9 | 0.2
Cc1ccc(OCCOCCn2cnc3ccccc3c2=O)cc1C | -1 | 2 | -2 | 7 | 9 | 6 | 7 | 1.1 | 1.8
Cc1ccc(S(=O)(=O)N(CCCN2CCCC2=O)Cc2cc3c(C)ccc(C)c3[nH]c2=O)cc1 | -7 | -1 | -10 | -1 | 5 | 8 | 17 | -9.9 | -0.3
COc1ccc(OC)c(-c2nc3ccccc3nc2-c2ccccc2)c1 | 12 | 6 | -15 | 3 | 9 | 13 | 9 | 0.5 | 0.7
N=P(N1CCOCC1)(N1CCOCC1)C12CC3CC(CC(C3)C1)C2 | -10 | 1 | 2 | 1 | 0 | 9 | -5 | -2.2 | 0.2
O=C(N(Cc1ccccc1)c1ccccn1)C12CC3CC(CC(C3)C1)C2 | 2 | 0 | -1 | 64 | 17 | 5 | 23 | -0.8 | -0.3
CCn1nc(C)c(CN2CCc3c([nH]c4ccccc34)C2c2ccc(F)c(OC)c2)c1C (stereo not given) | -2 | 0 | -14 | 29 | 1 | 2 | 13 | 4.6 | 3.0
CC1(C)CC(=O)C/C(=N/NC(=O)CCCOc2ccc(Cl)cc2Cl)C1 | -7 | 4 | -2 | 3 | 9 | 13 | -6 | -3.1 | 0.3
CC1CCCC(NC(=O)c2cn(C)c3ccc(S(=O)(=O)N4CCCC4)cc3c2=O)C1C (stereo not given) | -3 | 3 | -14 | 80* | -2 | nt | 4 | 1.8 | -1.9
Cc1cc(/C=C(\C#N)C(=O)NCc2ccco2)c(C)n1C1CCCC1 | -1 | -1 | -22 | 45 | 8 | 6 | 8 | -0.5 | -0.2
CC(CC(=O)O)CC(=O)NNC(=O)c1cccc(Br)c1 (stereo not given) | -2 | -2 | -2 | 6 | 4 | 5 | 15 | 0.0 | 1.0
Cc1nc(N2CCCCC2)sc1C(=O)c1ccc(SCCO)c([N+](=O)[O-])c1 | 7 | -2 | -20 | 1 | 15 | 4 | -4 | 6.1 | 0.2
Cc1sc2c(c1C)C(O)=C(C(=O)Nc1ccccc1)S(=O)(=O)N2C | 4 | -3 | -23 | 3 | 6 | 15 | 18 | 0.1 | 1.4
COc1ccccc1N(C(=O)NCc1ccccc1)C1=NCC(C)S1 (stereo not given) | 4 | 1 | 0 | 69 | 9 | 9 | -6 | 0.3 | 0.0

A draw from above in order of molecular weight, high to low.
SMILES | FXIa inh 1536 | Wee1 stabilizer | TbHK1 inh | CHOP inh | FXIIa inh 1536 | EP2 antag | PPC-1+TRAIL kill | TNF necrop inh | zVAD death inh
Cc1ccc(S(=O)(=O)N(CCCN2CCCC2=O)Cc2cc3c(C)ccc(C)c3[nH]c2=O)cc1 | -7 | -1 | -10 | -1 | 5 | 8 | 17 | -9.9 | -0.3
CCn1nc(C)c(CN2CCc3c([nH]c4ccccc34)C2c2ccc(F)c(OC)c2)c1C (stereo not given) | -2 | 0 | -14 | 29 | 1 | 2 | 13 | 4.6 | 3.0
CC1(C)CC(=O)C/C(=N/NC(=O)CCCOc2ccc(Cl)cc2Cl)C1 | -7 | 4 | -2 | 3 | 9 | 13 | -6 | -3.1 | 0.3
Cc1sc2c(c1C)C(O)=C(C(=O)Nc1ccccc1)S(=O)(=O)N2C | 4 | -3 | -23 | 3 | 6 | 15 | 18 | 0.1 | 1.4
COc1ccccc1N(C(=O)NCc1ccccc1)C1=NCC(C)S1 (stereo not given) | 4 | 1 | 0 | 69 | 9 | 9 | -6 | 0.3 | 0.0
N=P(N1CCOCC1)(N1CCOCC1)C12CC3CC(CC(C3)C1)C2 | -10 | 1 | 2 | 1 | 0 | 9 | -5 | -2.2 | 0.2
CC(CC(=O)O)CC(=O)NNC(=O)c1cccc(Br)c1 (stereo not given) | -2 | -2 | -2 | 6 | 4 | 5 | 15 | 0.0 | 1.0
COc1ccc(OC)c(-c2nc3ccccc3nc2-c2ccccc2)c1 | 12 | 6 | -15 | 3 | 9 | 13 | 9 | 0.5 | 0.7
Cc1ccc(OCCOCCn2cnc3ccccc3c2=O)cc1C | -1 | 2 | -2 | 7 | 9 | 6 | 7 | 1.1 | 1.8
Cc1cc(/C=C(\C#N)C(=O)NCc2ccco2)c(C)n1C1CCCC1 | -1 | -1 | -22 | 45 | 8 | 6 | 8 | -0.5 | -0.2
CC1CC(C)(C)NC(=S)N1CC(=O)N(C)Cc1ccccc1 (stereo not given) | 4 | -2 | 29 | 25 | 18 | 6 | 5 | 1.9 | 0.2

Only part of the results is shown; count on the stated rates, not on these rows.
